Screens from PubChem.
telomere uncapping = survival after telomere uncapping, modulators, primary screen, cell-based (AID 1259312); HCT116 + Ad-hTR-mut, survival, MTT, 5 d; stronger effect = higher value; fold change at 10 µM; 4,500 tested, 4.5% active;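 active = cell survival measured by absorbance rises more than 2.5-fold over infected cells without compound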;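 also: virus expresses mutant telomerase RNA that uncaps telomeres and kills cells; compound added 2 days after infection so exposure lasts 3 days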
Numbers without * were called inactive; i = inactive; + = active, no number. This is a subset; count on the stated rates, not on these rows.

A first look (2 entries):
Compound,telomere uncapping
CC(=O)NC(Cc1c[nH]c2ccccc12)C(=O)NC1CC1 (stereo not drawn),-4.3
CCOc1ccc(-n2c(C)cc(C(=S)N3CCOCC3)c2C)cc1,-3.3

The whole of this part, from the first entry:
Compound,telomere uncapping
CC(=O)NC(Cc1c[nH]c2ccccc12)C(=O)NC1CC1 (stereo not drawn),-4.3
CCOc1ccc(-n2c(C)cc(C(=S)N3CCOCC3)c2C)cc1,-3.3
Cc1cc(NC(=O)Nc2ccc(F)cc2)no1,-2.3
N#Cc1c(NC(=O)CCn2cnnn2)sc2c1CCCC2,1.1
Cc1c(C=Nc2ccc(N3CCOCC3)cc2)c2ccccc2n1C,1.6
CC(C)N1CC=C2C(C#N)=C(N)C(C#N)(C#N)C(c3ccc(F)cc3)[C@H]2C1 (stereo partly drawn),3.7*
O=C1C=CC2=C3c4cc(O)c(O)cc4CC3(O)COC2=C1O (stereo not drawn),i
C(=Nc1ccc2[nH]ncc2c1)c1ccc2c(c1)OCO2,-2
Clc1nc2ccccc2nc1-c1ccccc1,-1.4
Cc1cc(C)nc(Nc2ccc(N3CCOCC3)cc2)n1,-1.5
O=c1c2c3c(sc2[nH]c(=S)n1C1CCCCC1)CCCC3,-1.2
Cc1ccc(C)c(-c2csc(N)c2C#N)c1,-1.2
O=c1[nH]c(=O)n(-c2ccc(Br)cc2)c(O)c1/C=C1/C=Nc2ccccc21,i
CCCC(C)NS(=O)(=O)c1ccc(Cl)cc1 (stereo not drawn),-1.5
Cc1oc(C23CC4CC(CC(C4)C2)C3)cc1C(=O)NCC1CCCO1 (stereo not drawn),-1.5
Cc1oc(C23CC4CC(CC(C4)C2)C3)cc1C(=O)O,-1.1
CC1CCCN(CC(O)CN)C1 (stereo not drawn),-1.1
COc1ccc(CC2=CN(C)CC3=C2OC(N)=C(C#N)C3c2ccc(OC)cc2)cc1 (stereo not drawn),1.2
C=CCOC(=O)c1sc(NC(=O)c2cccs2)nc1C,-1.7
O=[N+]([O-])c1ccc2nc(CSc3nc4ccc(Br)cc4[nH]3)[nH]c2c1,3.3*
Cc1sc(C2C(C#N)=C(N)SC(N)=C2C#N)cc1Br,1.4
O=C(O)c1ccc(COc2ccc(I)cc2)o1,-1.1
FC(F)(F)c1cccc(-n2cnnn2)c1,2
CSc1nsc(SCC(=O)Nc2ccc([N+](=O)[O-])cc2)n1,-1.2
N#CC1=C(N)Oc2oc3ccccc3c(=O)c2C1c1ccccc1C(F)(F)F (stereo not drawn),1.3
CCOC(=O)c1c(NC(=O)CN2CCOCC2)sc2c1CCCC2,1.2
N#Cc1ccccc1Cn1cc(/C=C2\NC(=O)NC2=O)c2ccccc21,-1.1
O=C(/C=C/c1ccc(O)c(O)c1)OC(Cc1ccc(O)c(O)c1)C(=O)O (stereo not drawn),-1.1
CCOC(=O)CC[C@@H](C)[C@H]1CC[C@H]2[C@@H]3[C@H](O)C[C@@H]4C[C@H](O)CC[C@]4(C)[C@H]3C[C@H](O)[C@]12C,-1.2
O=[N+]([O-])c1cc(Cl)ccc1NC1CCCCC1,4.8*
C/C=C/COC(=O)C1=C(C)NC(=O)NC1c1ccc2c(c1)OCO2 (stereo not drawn),-1.3
O=C1CCCCCCC1C1(O)C(=O)Nc2ccccc21 (stereo not drawn),-2.9
COc1ccc(OC)c(S(=O)(=O)Nc2cc3oc4ccccc4c3cc2OC)c1,1.6
CCOc1ccc2nc(/N=C/c3cc(Br)cc(Br)c3O)sc2c1,i
CCCCc1sc(/C=C(\C#N)C(=O)OC)cc1[N+](=O)[O-],-3.6
CC1(C)C(c2nc(-c3ccc(Br)cc3)no2)C1(C)C,-1.5
S=c1[nH]nc(-c2cccs2)n1-c1ccccc1,-1.2
N#CC1=C(N)C(C#N)=c2s/c(=C/c3ccc(Cl)cc3Cl)c(=O)n2C1c1ccc(Cl)cc1Cl (stereo not drawn),-1.2
O=C(CSc1n[nH]c(=O)n1-c1ccccc1)c1ccccn1,-1.5
Nc1nc2c(nc(Br)n2[C@@H]2OC(CO)C(O)C2O)c(=O)[nH]1 (stereo partly drawn),i
COc1cc(NS(C)(=O)=O)c(OC)cc1Cl,-1.6
O=C(O)C1CC(=O)N(CC2CCCO2)C1 (stereo not drawn),-1.6
CC(C)(S)[C@H](N)C(=O)O,-1.2
O=C1NCCN1C(=O)C12CC3CC(CC(C3)C1)C2,-1.3
CCOC(=O)C1=C(N)Oc2n[nH]c(C)c2C1c1cccs1 (stereo not drawn),-1.8
COCc1[nH]nc2c1C1(CCN(C)CC1)C(C#N)=C(N)O2,-1.2
O=S(=O)(Nc1ccc(S(=O)(=O)Nc2ccc(F)cc2)cc1)c1ccccc1,-1
Oc1ccc2ccccc2c1C=Nc1ccc(Cl)cn1,+
CC(C)Nc1ccc(-n2nc3ccccc3n2)cc1,-1.7
OCCCn1c(SC2CCCCC2)nc2ccccc21,-1.7
CC1(C)O[C@@H]2[C@H](O1)[C@@H](CO)O[C@H]2n1cnc2c(N)ncnc21,-1.1
O=C1[C@H]2OC[C@H](O2)[C@@H]2[C@H]1[C@H]1C=Cc3ccccc3N1[C@@H]2C(=O)c1ccc(F)cc1,1
O=C1ON=C(c2ccc(Cl)c([N+](=O)[O-])c2)/C1=C/c1cccnc1,-1.6
COc1cc2nc(N3CCN(C(=O)c4ccco4)CC3)nc(N)c2cc1OC,-1.3
COC(=O)n1nc(C)c(Br)c1C,-4.9
O=C(O)C1CSC(c2ccc(F)c(Br)c2)N1 (stereo not drawn),1.2
COc1ccc2oc(=O)cc(O)c2c1,-1.3
O=C1/C(=C/C2CCCO2)CC/C1=C\C1CCCO1 (stereo not drawn),-1.2
Cn1c(COc2ccccc2)nc2ccccc21,1.3
C=C1OC(=O)OC1(C)C,1

Next records follow.
Compound,telomere uncapping
Cc1c(N(C)C(=O)C23CC4CC(CC(C4)C2)C3)c(=O)n(-c2ccccc2)n1C,-1.3
O=c1[nH]c2ccccc2[nH]c1=O,5*
CSc1ccc(S(=O)(=O)Nc2ccc3c(c2)NC(=O)CC3)cc1,1.4
CN1C(=O)N(C)C(=O)C(CCc2ccncc2)(C2(C#N)CCCCC2)C1=O,1
COC(=O)NC(Cc1c[nH]c2ccccc12)C(=O)OC (stereo not drawn),1.2
COc1cc2c(cc1OC)-c1cc(Br)ccc1C(C#N)C2 (stereo not drawn),-1.2
N#CCN(CC#N)S(=O)(=O)c1ccccc1,-1.2
COc1cc2c(C=O)c3c4c(cc(OC)c(OC)c4c2cc1OC)CCN3C,-1.7
N#Cc1ccc(C(O)c2ccc(F)cc2)c(CO)c1 (stereo not drawn),-1.8
C=C(C)C[C@H]1CC=C[C@H](CC(=C)C)N1,-1.3
Cc1ncc(-c2ccc(NS(=O)(=O)c3ccc4c(c3)CCN4S(C)(=O)=O)cc2)o1,-1.5
O=C(CN1C(=O)c2ccccc2S1(=O)=O)Nc1ccc(I)cc1,-1.1
COc1ccc(-c2oc3cc(OC)c(OC(C)=O)c(OC)c3c(=O)c2OC)cc1OC(C)=O,-1.6
COc1cc2c(Cc3c4c5c(cc(OC)c(OC)c5c5c(OC)c(OC)ccc35)CCN4C)c3c4c(cc(OC)c(OC)c4c2cc1OC)CCN3C,-1.4
Clc1ncnc2c1ncn2C1CCCCO1 (stereo not drawn),1.2
NNC(=O)Cn1c2ccccc2c(=O)c2ccccc21,1.5
N#CCN(CC#N)C(=O)c1cccs1,4.3*
CC1(C)OC(=O)N(CCCN2C(=O)OC(C)(C)C2(C)O)C1(C)O (stereo not drawn),-1.4
CCOc1ccc2nc(SCc3ccon3)sc2c1,-1.3
O=C(O)CCCCc1cccs1,1.2
O=S(=O)(c1ccc(-n2cnnn2)cc1)c1ccc(-n2cnnn2)cc1,-1
O=C(O)CCc1cn(CCC(=O)O)cn1,3*
O=c1oc(-c2cc3ccccc3s2)ns1,-1.4
N#CC1=C(N)n2c(s/c(=C\c3cc(Br)ccc3O)c2=O)=C(C#N)C1c1cc(Br)ccc1O (stereo not drawn),-2
Cc1sc(C2C(C#N)=C(N)OC3=C2C(=O)CCC3)cc1Br (stereo not drawn),-1.1
Cc1cc(Sc2cc(C)c(O)c(C3CCCCC3)c2)cc(C2CCCCC2)c1O,-3.3
c1ccc(-c2nc(SCc3ccon3)[nH]c2-c2ccccc2)cc1,-1.7
CCOC(=O)c1sc(NC(=O)CC)nc1C,-3.8
CS(=O)(=O)N1CCc2cc(S(=O)(=O)Nc3ccc4c(c3)OCO4)ccc21,-3.7
Cc1cc2nc3s/c(=C/c4cc5c(cc4[N+](=O)[O-])OCO5)c(=O)n3c2cc1C,-1.7
OC(CN1c2ccccc2Sc2ccccc21)Cn1cnc(-c2ccccc2)c1-c1ccccc1 (stereo not drawn),-1.3
O=c1nc(N2CCOCC2)nc(Nc2ccccc2)[nH]1,+
Nc1c(Cl)cc(-c2nc3ccccc3o2)cc1Cl,1.2
Cn1cc(C[C@H](N)C(=O)O)c2ccccc21,-1
Cc1cc(C)nc(/N=C(/N)Nc2ccc3ccccc3c2)n1,-2.1
CC(C)=CCC/C(C)=C/CC/C(C)=C/CO,1.1
S=c1[nH]nc(Cn2cnc3ccccc32)n1-c1ccccc1,1.1
C=CCNC(=O)n1cc([N+](=O)[O-])cn1,-1.3
COc1ccc(OC)c2c(C)cc(Cl)nc12,-1.2
N#CC1=C(N)C(C#N)(C#N)[C@@H](c2cccc(Br)c2)[C@@H]2CN(Cc3ccccc3)CC=C12,1.7
O=[N+]([O-])c1ccc(S(=O)(=O)n2cnc3ccccc32)cc1,3.4*
CS(=O)(=O)N1CCc2cc(C(=O)N3CCOCC3)ccc21,1.5
c1csc(CN2CCN(Cc3cccs3)C2c2cccs2)c1,-1.5
CCCCCCCCCCCCCCCCC1(C)OCO/C1=C\C[N+](C)(C)C (stereo not drawn),-5.6
O=C(Nc1ccc(F)cc1F)C1CC(=O)N(C2CCCCC2)C1 (stereo not drawn),-1.3
OCn1nc(-c2ccc(Cl)cc2Cl)oc1=S,-1.6
COc1cc(O)c(C(=O)c2ccccc2)cc1S(=O)(=O)O,-2.5
COc1cc2ccc(=O)oc2c(O)c1O,-1.8
Cc1cc(/C=C2/SC(=O)NC2=O)c(C)n1-c1ccc(N2CCOCC2)cc1,1.2
O=c1cc(-c2ccccc2)oc2c1ccc1ccccc12,-1.8
c1ccc(-c2noc(CSc3nnnn3-c3ccccc3)n2)cc1,-1.1
Cc1cc(C)nc(/N=C(/N)Nc2ccc([N+](=O)[O-])cc2C)n1,-1.7
CSc1nc(-c2ccc([N+](=O)[O-])cc2)nn1C,-3.8
CC(C)CC(NC(=O)C1CCCC1)C(N)=O (stereo not drawn),-1.7
Cc1cc(-c2ccccc2)nc2c(Br)c(=O)[nH]n12,-1.8
O=C1C=CC(=O)N1SSN1C(=O)C=CC1=O,-2.5
Nc1nnc(Cc2c[nH]c3ccccc23)s1,-1.5
Clc1ccc(CN2CCN(Cc3ccc(Cl)cc3)C2c2ccncc2)cc1,-2.2
c1ccc(CC2COC(C3=N[C@@H](Cc4ccccc4)CO3)=N2)cc1 (stereo partly drawn),1.3
O=C1C(=Cc2ccnc3ccccc23)C(=O)c2ccccc21,-4.9

The listing continues:
Compound,telomere uncapping
CN1C(=O)C2(Nc3ccccc3C(=O)N2c2ccc3c(c2)oc2ccccc23)c2ccccc21 (stereo not drawn),1.1
Cc1ccc(C2(C)NC(=O)NC2=O)cc1 (stereo not drawn),1.4
O=C(NC12CC3CC(CC(C3)C1)C2)N1CCN(c2ncccn2)CC1,-3.4
O=C(CCS(=O)(=O)c1ccccc1)Nc1nc2c(s1)CCCC2,-1.2
O=C1CCC(=O)N1CCCCCCN1C(=O)CCC1=O,-1.4
O=c1[nH]c2ccc([N+](=O)[O-])cc2[nH]c1=O,-1.4
CCCCC(=O)O[C@H]1CC[C@H]2[C@@H]3CCc4cc(O)ccc4[C@H]3CC[C@]12C,-1.1
CSCCC(C(=O)O)n1c(O)c(C2=c3cc(Br)ccc3=NC2=O)sc1=S (stereo not drawn),i
CCOC(=O)c1c(NC(=O)C(F)(F)C(F)(F)C(F)(F)F)sc(C(=O)N(CC)CC)c1C,-1.6
CCc1ccc(C2C(C#N)=C(N)SC(N)=C2C#N)s1,-1.1
Cn1c(=O)c2cc(S(=O)(=O)NC3CC3)ccc2n(C)c1=O,-1.1
COCc1[nH]nc2c1C(c1sccc1C)C(C#N)=C(N)O2 (stereo not drawn),1.4
Nc1nonc1C(=O)N=Nc1c(O)[nH]c2ccccc12,i
CCOC(=O)Cc1csc(NC(=O)c2ccco2)n1,-1.1
CN(C)c1ccc(C(c2ccc(N(C)C)cc2)c2ccc(N(C)C)cc2)cc1,-1.2
CC(=O)c1c(O)c(C)c(O)c2c1OC1=CC(=O)C(C(C)=O)C(=O)[C@@]12C (stereo partly drawn),-1.1
CC(=O)[C@H]1CC[C@H]2[C@@H]3CCC4=CC(=O)CC[C@]4(C)[C@H]3CC[C@]12C,1.4
CCOC(=O)/C(C#N)=C/c1ccc(Br)s1,-1
O=C1NC(=Nc2ccc(F)cc2)S/C1=C/c1cccs1,i
CN1CCN(c2ccc([N+](=O)[O-])c(Sc3nnnn3-c3ccccc3)c2)CC1,1
Nc1ccn([C@@H]2O[C@H](CO)[C@@H](OP(=O)(O)O)[C@H]2O)c(=O)n1,-1.3
OCC1(CO)COC(c2ccccc2)=N1,1.2
N#Cc1c(NC(=O)C(F)(F)F)sc2c1CCCC2,-1.7

Looked up above.
OCC1(CO)COC(c2ccccc2)=N1 – telomere uncapping: 1.2
Cn1c(=O)c2cc(S(=O)(=O)NC3CC3)ccc2n(C)c1=O – telomere uncapping: -1.1
CCc1ccc(C2C(C#N)=C(N)SC(N)=C2C#N)s1 – telomere uncapping: -1.1
